Source: PubChem BioAssay (Broad Institute)
NSD2 block: inhibitors of human NSD2, primary screen, biochemical, plate reader, single point; inhibition, % at 12.5 µM; 44,000 compounds, 0.07% hits; Histone-lysine N-methyltransferase NSD2 (Homo sapiens), O96028; NSD2-SET H3K36me1 DELFIA fluorescence; in the data active means inhibition above about 54%, passing the limit was not always enough;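 further: inhibitors reduce the monomethyl H3K36 fluorescence signal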
Target sequence (O96028 whole entry, looked up): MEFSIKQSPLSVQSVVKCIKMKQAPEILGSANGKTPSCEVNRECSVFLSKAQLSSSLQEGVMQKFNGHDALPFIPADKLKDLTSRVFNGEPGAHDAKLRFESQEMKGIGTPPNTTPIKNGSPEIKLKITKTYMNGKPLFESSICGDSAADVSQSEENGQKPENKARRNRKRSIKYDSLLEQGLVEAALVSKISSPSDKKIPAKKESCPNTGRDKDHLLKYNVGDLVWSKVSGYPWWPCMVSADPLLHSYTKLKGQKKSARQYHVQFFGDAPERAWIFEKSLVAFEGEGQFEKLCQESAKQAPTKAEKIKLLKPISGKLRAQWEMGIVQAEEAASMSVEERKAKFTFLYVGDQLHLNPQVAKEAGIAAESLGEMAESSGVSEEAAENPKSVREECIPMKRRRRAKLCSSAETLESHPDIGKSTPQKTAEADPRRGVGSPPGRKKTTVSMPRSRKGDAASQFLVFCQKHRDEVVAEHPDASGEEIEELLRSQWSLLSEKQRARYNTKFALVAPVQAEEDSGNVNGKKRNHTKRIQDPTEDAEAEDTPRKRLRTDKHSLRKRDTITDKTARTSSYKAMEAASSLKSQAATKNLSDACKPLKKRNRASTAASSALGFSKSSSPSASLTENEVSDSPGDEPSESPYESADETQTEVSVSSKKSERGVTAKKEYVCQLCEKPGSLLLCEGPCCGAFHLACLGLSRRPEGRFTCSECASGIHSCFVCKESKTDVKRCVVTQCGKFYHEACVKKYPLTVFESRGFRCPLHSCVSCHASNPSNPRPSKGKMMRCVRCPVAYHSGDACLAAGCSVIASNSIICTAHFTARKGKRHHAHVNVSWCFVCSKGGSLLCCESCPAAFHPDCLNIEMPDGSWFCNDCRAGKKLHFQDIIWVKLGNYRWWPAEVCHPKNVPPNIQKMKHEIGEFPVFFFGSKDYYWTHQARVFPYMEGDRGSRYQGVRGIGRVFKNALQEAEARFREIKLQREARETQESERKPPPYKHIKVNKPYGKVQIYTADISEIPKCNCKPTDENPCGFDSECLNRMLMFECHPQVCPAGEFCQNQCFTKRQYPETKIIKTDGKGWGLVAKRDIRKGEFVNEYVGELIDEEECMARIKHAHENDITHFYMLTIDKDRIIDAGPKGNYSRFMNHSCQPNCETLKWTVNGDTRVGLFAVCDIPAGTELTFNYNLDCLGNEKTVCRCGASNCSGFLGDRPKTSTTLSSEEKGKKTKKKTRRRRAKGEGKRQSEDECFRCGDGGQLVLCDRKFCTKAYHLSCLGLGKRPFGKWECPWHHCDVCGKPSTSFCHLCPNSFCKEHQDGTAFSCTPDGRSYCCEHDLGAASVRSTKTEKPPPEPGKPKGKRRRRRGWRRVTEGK
* hit, by the source's call.

SMILES	NSD2 block
C[C@H](CO)N1C[C@H](C)[C@H](CN(C)C(=O)c2ccccc2)OCCCC[C@H](C)Oc2ccc(NS(=O)(=O)c3ccccc3)cc2C1=O	8.8
C[C@H]1CN([C@@H](C)CO)C(=O)c2cc(C#Cc3cccc(F)c3)cnc2O[C@H]1CN(C)Cc1ccccn1	2.6
O=C(C[C@@H]1C[C@@H]2c3cc(NC(=O)C4CCOCC4)ccc3O[C@@H]2[C@@H](CO)O1)NCc1cccc(F)c1	5.9
C[C@H](CO)N1C[C@H](C)[C@@H](CN(C)S(=O)(=O)c2cn(C)cn2)OCCCC[C@H](C)Oc2ccc(NC(=O)c3ccncc3)cc2C1=O	-3.4
Cc1ccccc1OCC(=O)NCC(=O)O	-0.1
Cc1ccc(S(=O)(=O)Nc2ccc3c(c2)CC(=O)N([C@@H](C)CO)C[C@H](C)[C@@H](CN(C)S(=O)(=O)c2ccc(C)cc2)O3)cc1	0.7
C[C@@H](NC(=O)C[C@H]1CC[C@@H](NC(=O)CN2CCOCC2)[C@@H](CO)O1)c1ccccc1	1.6
C[C@@H]1CN([C@H](C)CO)C(=O)Cc2cc(NS(=O)(=O)c3ccc(F)cc3)ccc2O[C@@H]1CN(C)Cc1ccc(C(=O)O)cc1	-2.1
O=C(C[C@@H]1C[C@@H]2c3cc(NC(=O)Nc4ccc(C(F)(F)F)cc4)ccc3O[C@@H]2[C@@H](CO)O1)NCc1ccc(Cl)cc1	-1.8
C[C@@H]1CCCCO[C@@H](CN(C)Cc2ccc(C(F)(F)F)cc2)[C@H](C)CN([C@@H](C)CO)C(=O)c2cc(NC(=O)Nc3ccc(F)cc3)ccc2O1	-2.7
C[C@H]1CN([C@@H](C)CO)S(=O)(=O)c2ccc(Br)cc2O[C@@H]1CN(C)S(=O)(=O)c1ccc(F)cc1	-1.7
O=C(NO)c1cccc(C(=O)N/N=C/c2cc(F)ccc2O)c1	-0.9
C[C@H](CO)N1C[C@H](C)[C@@H](CN(C)Cc2ccc(Oc3ccccc3)cc2)Oc2ncc(-c3ccncc3)cc2C1=O	10.3
COc1ccc(NC(=O)N(C)C[C@@H]2Oc3ccc(NC(=O)Nc4ccc(C(F)(F)F)cc4)cc3CC(=O)N([C@H](C)CO)C[C@H]2C)cc1	-4.6
C[C@@H]1CN([C@@H](C)CO)C(=O)Cc2cc(NC(=O)CCN3CCOCC3)ccc2O[C@@H]1CN(C)S(C)(=O)=O	1.2
Cc1noc(C)c1S(=O)(=O)N(C)C[C@@H]1Oc2ccc(NC(=O)Nc3ccc(C(F)(F)F)cc3)cc2CC(=O)N([C@H](C)CO)C[C@H]1C	-7.9
CCOC(=O)c1c(C)n(OCc2ccccc2)c2ccc3nonc3c12	-0.7
C[C@H](CO)N1C[C@H](C)[C@@H](CN(C)S(=O)(=O)c2ccccc2)Oc2c(cccc2N(C)C)C1=O	-3.2
CCC(=O)N(C)C[C@@H]1Oc2ncc(C3=CCCC3)cc2C(=O)N([C@@H](C)CO)C[C@H]1C	-3.9
C[C@@H]1CN([C@H](C)CO)S(=O)(=O)c2ccc(C#Cc3ccccn3)cc2O[C@@H]1CN(C)CC1CC1	30.5
COc1ccc(NC(=O)Nc2ccc3c(c2)C(=O)N([C@@H](C)CO)C[C@@H](C)[C@H](CN(C)C(=O)NC2CCCCC2)OCCCC[C@@H](C)O3)cc1	-4.6
C[C@H](CO)N1C[C@H](C)[C@H](CN(C)CC2CCCCC2)OCCCC[C@H](C)Oc2ccc(NS(=O)(=O)c3cn(C)cn3)cc2C1=O	2.2
C[C@H](CO)N1C[C@H](C)[C@H](CN(C)C(=O)Cc2ccccn2)Oc2cc(-c3cccc(C(=O)N(C)C)c3)ccc2S1(=O)=O	-2.4
C[C@@H]1CN([C@H](C)CO)C(=O)Cc2cc(NC(=O)Nc3ccc(C(F)(F)F)cc3)ccc2O[C@@H]1CN(C)C(=O)NC1CCCCC1	-2.7
C[C@H](CO)N1C[C@H](C)[C@H](CN(C)C(=O)CC2CC2)Oc2cc(C#CCC3CCCC3)ccc2S1(=O)=O	2.0
SMILES	NSD2 block
COc1cccc(-c2ccc3c(c2)O[C@H](CN(C)C(=O)C2CCOCC2)[C@H](C)CN([C@@H](C)CO)S3(=O)=O)c1	0.5
COc1ccc(-c2cnc3c(c2)C(=O)N([C@@H](C)CO)C[C@H](C)[C@H](CN(C)Cc2ccccc2)O3)cc1	-1.9
O=C(NCc1nc2ccccc2[nH]1)C1=C[C@H](C2CC2)C[C@H](OCc2ccc(CO)cc2)O1	-3.6
Cc1ccc(-c2cnc3c(c2)C(=O)N([C@H](C)CO)C[C@@H](C)[C@H](CN(C)C(=O)Cc2ccncc2)O3)cc1	2.5
C[C@H]1CN([C@@H](C)CO)C(=O)c2cccc(NS(=O)(=O)c3ccc(Cl)cc3)c2O[C@@H]1CN(C)C(=O)Nc1ccc(F)cc1	-8.2
C[C@@H]1CN([C@@H](C)CO)C(=O)c2cc(NC(=O)Cn3cnnn3)ccc2O[C@@H]1CN(C)Cc1ccc(C(F)(F)F)cc1	0.0
C[C@@H]1CN([C@H](C)CO)C(=O)c2cc(Br)cnc2O[C@@H]1CN(C)C(=O)C1CCOCC1	2.0
C[C@H]1CN([C@@H](C)CO)C(=O)c2cc(-c3ccccc3)cnc2O[C@@H]1CN(C)Cc1ccccn1	-1.6
C[C@@H]1CN([C@H](C)CO)S(=O)(=O)c2ccc(-c3cccc(C#N)c3)cc2O[C@H]1CN(C)C(=O)c1ccc(F)cc1	7.2
C[C@@H]1O[C@@H](O[C@H]2[C@@H](O)[C@@H](C)O[C@@H](O[C@H]3[C@H](O)[C@@H](O)[C@H](O[C@H]4CC[C@@]5(C)C(CC[C@]6(C)C5C=CC5=C7CC(C)(C)CC[C@]7(CO)CC[C@]56C)[C@]4(C)CO)O[C@@H]3CO)[C@@H]2O[C@@H]2O[C@H](CO)[C@@H](O)[C@H](O)[C@H]2O)[C@H](O)[C@H](O)[C@H]1O (some centres undefined)	4.2
COc1ccc(S(=O)(=O)Nc2ccc3c(c2)C(=O)N([C@@H](C)CO)C[C@@H](C)[C@H](CN(C)S(=O)(=O)c2ccccc2)OCCCC[C@H](C)O3)cc1	0.5
C[C@H]1CN([C@@H](C)CO)C(=O)c2cc(NS(=O)(=O)c3cn(C)cn3)ccc2O[C@@H]1CN(C)S(=O)(=O)c1ccc(F)cc1	1.3
C[C@@H]1CN([C@H](C)CO)C(=O)c2cccc(NC(=O)c3ccc(-c4nccs4)cc3)c2O[C@@H]1CN(C)S(=O)(=O)c1cccs1	1.5
C[C@H](CO)N1C[C@H](C)[C@@H](CN(C)C)Oc2ccc(NC(=O)C3CCCCC3)cc2CC1=O	5.1
C[C@H](CO)N1C[C@H](C)[C@H](CN(C)S(C)(=O)=O)Oc2ccc(NC(=O)Cn3cnnn3)cc2C1=O	-136.5
C[C@H]1CN([C@@H](C)CO)C(=O)c2cc(/C=C/c3ccccc3)cnc2O[C@H]1CN(C)C(=O)c1ccncc1	0.6
C[C@H](CO)N1C[C@H](C)[C@@H](CN(C)C(=O)C2CC2)Oc2cc(-c3ccc(C#N)cc3)ccc2S1(=O)=O	11.2
C/C=C/c1cnc2c(c1)C(=O)N([C@H](C)CO)C[C@@H](C)[C@@H](CN(C)C(=O)Nc1ccc(OC)cc1)O2	3.1
C[C@@H]1CN([C@H](C)CO)C(=O)Cc2cc(NC(=O)Nc3ccc4c(c3)OCO4)ccc2O[C@@H]1CN(C)C	-155.4
CN(C)c1ccc2c(c1)[C@@H]1C[C@@H](CC(=O)NCCc3ccccc3)O[C@@H](CO)[C@@H]1O2	-2.6
C[C@@H]1CN([C@@H](C)CO)C(=O)c2cc(NC(=O)NC3CCCCC3)ccc2O[C@@H](C)CCCCO[C@H]1CN(C)Cc1ccccc1	-0.6
CNC[C@H]1OCCCC[C@@H](C)Oc2ccc(NC(=O)c3ccccc3)cc2C(=O)N([C@H](C)CO)C[C@@H]1C	-0.5
C[C@@H]1CN([C@@H](C)CO)C(=O)Cc2cc(NC(=O)Nc3ccc4c(c3)OCO4)ccc2O[C@H]1CN(C)CC1CCCCC1	-8.4
CCC(=O)N(C)C[C@@H]1Oc2cc(Br)ccc2S(=O)(=O)N([C@@H](C)CO)C[C@@H]1C	-11.8
C/C=C/c1ccc2c(c1)O[C@@H](CN(C)C(=O)Nc1ccc(C(F)(F)F)cc1)[C@H](C)CN([C@@H](C)CO)S2(=O)=O	-16.9

Reprinted at random: 2 compounds from above
SMILES	NSD2 block
C[C@H]1CN([C@@H](C)CO)C(=O)c2cc(/C=C/c3ccccc3)cnc2O[C@H]1CN(C)C(=O)c1ccncc1	0.6
C[C@@H]1CN([C@@H](C)CO)C(=O)c2cc(NC(=O)Cn3cnnn3)ccc2O[C@@H]1CN(C)Cc1ccc(C(F)(F)F)cc1	0.0

(further entries)
SMILES	NSD2 block
COc1cc(CCC(O)CC(=O)CCc2ccc(O)cc2)ccc1O (centres undefined)	24.4
C[C@H]1CN([C@@H](C)CO)C(=O)c2cc(NS(=O)(=O)c3ccccc3)ccc2O[C@H]1CN(C)Cc1ccc(Cl)c(Cl)c1	-0.9
C[C@H](CO)N1C[C@H](C)[C@H](CN(C)Cc2ccc(-c3ccccc3)cc2)Oc2ccc(NC(=O)Nc3cccc4ccccc34)cc2C1=O	-2.3
C[C@@H]1CCCCO[C@@H](CN(C)C)[C@H](C)CN([C@@H](C)CO)C(=O)c2cc(NC(=O)Nc3ccc4c(c3)OCO4)ccc2O1	-118.6
Cc1cc(C(=O)Nc2cccc3c2O[C@@H](CN(C)Cc2ccc4c(c2)OCO4)[C@H](C)CN([C@@H](C)CO)C3=O)n(C)n1	-1.8
COCC#Cc1ccc2c(c1)O[C@@H](CN(C)S(=O)(=O)c1ccc(F)cc1)[C@@H](C)CN([C@@H](C)CO)S2(=O)=O	8.7
C[C@H]1CN([C@@H](C)CO)C(=O)c2cc(-c3ccc(C#N)cc3)cnc2O[C@H]1CN(C)Cc1ccccn1	10.9
COc1ccc(NC(=O)Nc2ccc3c(c2)CC(=O)N([C@H](C)CO)C[C@H](C)[C@H](CN(C)Cc2ccc(C(=O)Nc4ccccc4N)cc2)O3)cc1	-7.6
CNc1cc(OC)c(C(=O)NC2CCN(Cc3ccccc3)C2C)cc1Cl (centres undefined)	2.9
O=C1CC[C@@H]2c3[nH]c4ccc(F)cc4c3CCN12	2.1
COc1ccccc1NC(=O)N(C)C[C@H]1OCc2ccccc2-c2ccccc2C(=O)N([C@@H](C)CO)C[C@H]1C	0.1
CCCNC(=O)N(C)C[C@@H]1Oc2cc(C#CC(C)(C)O)ccc2S(=O)(=O)N([C@@H](C)CO)C[C@@H]1C	-2.0
C[C@H](CO)N1C[C@H](C)[C@@H](CN(C)Cc2ccc(C(=O)O)cc2)Oc2ccc(NS(=O)(=O)c3ccc(Cl)cc3)cc2CC1=O	-8.7
C[C@@H]1CN([C@@H](C)CO)C(=O)c2cccc(NC(=O)C3CCCCC3)c2O[C@@H]1CN(C)C(=O)Nc1ccc2c(c1)OCO2	-1.2
C[C@H]1CN([C@@H](C)CO)C(=O)Cc2cc(NC(=O)c3ccncc3)ccc2O[C@H]1CN(C)CC1CC1	1.8
COc1ccc(S(=O)(=O)Nc2ccc3c(c2)C(=O)N([C@H](C)CO)C[C@H](C)[C@H](CN(C)C(=O)NC(C)C)OCCCC[C@H](C)O3)cc1	-3.5
C[C@@H]1CN([C@@H](C)CO)C(=O)c2cccc(NC(=O)Nc3ccc(C(F)(F)F)cc3)c2O[C@H]1CN(C)C(=O)Nc1ccc(F)cc1	-10.7
COc1ccc(CN(C)C[C@@H]2Oc3ccc(NC(=O)Nc4ccccc4)cc3C(=O)N([C@@H](C)CO)C[C@H]2C)cc1	-9.8
C[C@@H]1CN([C@H](C)CO)C(=O)c2cccc(NS(=O)(=O)c3ccccc3)c2O[C@H]1CN(C)Cc1ccncc1	1.0
Cc1ccc(Nc2nc(Nc3ccc(C)cc3)nc(Sc3ncn[nH]3)n2)cc1	5.3
C[C@@H]1CN([C@@H](C)CO)C(=O)c2cc(NC(=O)NC3CCCCC3)ccc2O[C@@H]1CN(C)Cc1ccncc1	-2.3
COC(=O)CCCCCCC(=O)N/N=C/C1=CC[C@H]2C[C@@H]1C2(C)C	-0.9
C=CCC/C=N/NC(=O)CCCCCCC(=O)O	0.0
O=C(O)CCc1ccc(NCc2cccc(Oc3ccccc3)c2)cc1	-7.2
CCCNC(=O)N(C)C[C@@H]1Oc2ncc(C3=CCCCC3)cc2C(=O)N([C@H](C)CO)C[C@@H]1C	9.7
C[C@H](CO)N1C[C@H](C)[C@@H](CN(C)CC2CCCCC2)OCCCC[C@H](C)Oc2ccc(NC(=O)Nc3ccc(F)cc3)cc2C1=O	27.5
O=C1c2ccccc2[C@@]2(Cc3ccccc3N(CCN3CCOCC3)C2=O)[C@H](c2ccc(CO)cc2)N1Cc1ccccc1Cl	10.7
O=C(N[C@H]1CC[C@@H](CC(=O)N2CCc3ccccc3C2)O[C@H]1CO)C1CCC1	-2.7
C[C@@H]1CCCCO[C@@H](CN(C)S(=O)(=O)c2cn(C)cn2)[C@@H](C)CN([C@@H](C)CO)C(=O)c2cc(NC(=O)Nc3cccc4ccccc34)ccc2O1	2.4
C[C@H](CO)N1C[C@H](C)[C@@H](CN(C)C(=O)C2CC2)Oc2cc(-c3cccc(C#N)c3)ccc2S1(=O)=O	-3.6

In the list so far, five contain a COOH group.
SMILES	NSD2 block
Cc1ccccc1OCC(=O)NCC(=O)O	-0.1
C[C@@H]1CN([C@H](C)CO)C(=O)Cc2cc(NS(=O)(=O)c3ccc(F)cc3)ccc2O[C@@H]1CN(C)Cc1ccc(C(=O)O)cc1	-2.1
C[C@H](CO)N1C[C@H](C)[C@@H](CN(C)Cc2ccc(C(=O)O)cc2)Oc2ccc(NS(=O)(=O)c3ccc(Cl)cc3)cc2CC1=O	-8.7
C=CCC/C=N/NC(=O)CCCCCCC(=O)O	0.0
O=C(O)CCc1ccc(NCc2cccc(Oc3ccccc3)c2)cc1	-7.2

Only part of the results is shown; the hit share may differ from the screen's.
